Compound activity (PubChem BioAssay)
p53null 32C tox: qHTS Screen for Compounds that Selectively Target Cancer Cells with p53 Mutations: Cytotoxicity of p53 Null Cells at the Permissive Temperature | H1299-neo p53 null cells, ATP luminescence, 24 h, 32C | Potency, µM (titrated, usually from 46.1 µM), inactives show top-dose activity change, negative = cytotoxicity, most hits filed as cytotoxic | hit rate 0.62% among 55,000;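 note: potency is the fitted concentration of half-maximal effect; 0% = DMSO only and -100% = full killing by 100 µM tamoxifen; nearly all actives have a fitted effect of over 55% in size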
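We seeded p53-null H1299-neo cells, incubated them overnight at 37C, and added compounds across a range up to 46 uM. After 24 hours at 32C, ATP reagent was applied for 20 min at room temperature and luminescence recorded.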
NTMT1 inh: Primary qHTS for Inhibitors of N-terminal methyltransferase 1 (NTMT1): MTaseGlo Assay; Potency, µM (titrated, usually from 114 µM), inactives show at the highest dose activity change, negative = inhibition, actives largely listed as inhibitors; AID 1645870, 2021; hit rate 2.5% among 59,000; NTMT1 MTase-Glo SAH luminescence, purified enzyme; N-terminal Xaa-Pro-Lys N-methyltransferase 1 (Homo sapiens), Q9BV86;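 note: potency is the fitted concentration of half-maximal effect; plate controls were DMSO vehicle for no effect and no enzyme for full effect; nearly all actives have a fitted effect of over 65% in size; many of its hits are not listed in these tables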
Target sequence (Q9BV86 whole entry, looked up): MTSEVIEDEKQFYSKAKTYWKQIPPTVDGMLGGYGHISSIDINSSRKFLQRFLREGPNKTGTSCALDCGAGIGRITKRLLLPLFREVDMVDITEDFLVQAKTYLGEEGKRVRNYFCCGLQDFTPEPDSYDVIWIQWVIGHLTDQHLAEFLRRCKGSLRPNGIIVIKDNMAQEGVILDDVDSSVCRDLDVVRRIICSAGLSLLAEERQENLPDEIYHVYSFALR
PTAP-TSG101 blk: qHTS Validation Assay for Inhibitors of HIV-1 Budding by Blocking the Interaction of PTAP/TSG101: Sytravon Library Screen. Tumor susceptibility gene 101 protein (Homo sapiens), Q99816. 44,000 tested, under 10 active. Fluorescence polarization, FITC-PTAP peptide/Tsg101, 20 min. Potency, µM (doses to about 115 µM), for inactives: top-dose activity change, negative = inhibition, most hits filed as inhibitors; note: potency is the fitted concentration of half-maximal effect; 0% is about no effect
Target sequence (Q99816 whole entry, looked up): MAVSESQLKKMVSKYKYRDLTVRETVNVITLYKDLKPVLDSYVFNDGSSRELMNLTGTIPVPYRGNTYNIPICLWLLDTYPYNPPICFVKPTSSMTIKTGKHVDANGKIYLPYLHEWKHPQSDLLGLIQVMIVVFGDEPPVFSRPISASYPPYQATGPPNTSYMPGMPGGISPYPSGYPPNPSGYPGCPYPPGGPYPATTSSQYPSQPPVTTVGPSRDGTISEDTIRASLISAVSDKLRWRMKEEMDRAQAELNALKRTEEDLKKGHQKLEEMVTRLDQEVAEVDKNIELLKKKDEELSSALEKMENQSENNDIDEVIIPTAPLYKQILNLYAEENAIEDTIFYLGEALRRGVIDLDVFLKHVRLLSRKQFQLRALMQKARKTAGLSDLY
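Fluorescence polarization binding of Tsg101 binding domain (10 uM final) to FITC-labeled PTAP-motif peptide (50 nM final) in HEPES pH 7.5/NaCl/Tween 20/EDTA/TCEP buffer; 20 min at r.t. Actives by curve class, <25 µM, efficacy <60% inhibition.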
B2AR arrestin ag: qHTS assay of beta-arrestin-biased ligands of beta2-adrenergic receptor: NCGC Sytravon Library Screen; Beta-2 adrenergic receptor (Homo sapiens), P07550; HTLA Tango cells, beta-arrestin recruitment, luciferase luminescence, 18 h; Potency, µM (doses to about 46.1 µM), for inactives: at the top dose activation, most hits filed as activators; 44,000 tested, under 10 active;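 note: potency is the fitted concentration of half-maximal effect; 0% = DMSO and full agonism = EC100 isoproterenol or metaproterenol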
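First, Tango cells carrying beta2-AR and beta-arrestin fusions received compound up to 46 microM. After 18 hr at 37 degrees C, luciferase substrate was added for 15 minutes, then luminescence gave %Activity for curve fitting.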
GALK inhibitor: qHTS Assay for Inhibitors of Human Galactokinase (GALK): NCGC Sytravon Library Screen. Potency, µM (doses to about 57.5 µM), without a hit: at the top dose activity, negative = inhibition, actives largely listed as inhibitors. AID 1347072, 2019. P51570. recombinant GALK, Kinase-Glo ATP luminescence, 1 h. 44,000 tested, under 10 active;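 note: plate controls were full GALK reaction for no effect and reaction lacking GALK for full effect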
Target sequence (P51570 whole entry, looked up): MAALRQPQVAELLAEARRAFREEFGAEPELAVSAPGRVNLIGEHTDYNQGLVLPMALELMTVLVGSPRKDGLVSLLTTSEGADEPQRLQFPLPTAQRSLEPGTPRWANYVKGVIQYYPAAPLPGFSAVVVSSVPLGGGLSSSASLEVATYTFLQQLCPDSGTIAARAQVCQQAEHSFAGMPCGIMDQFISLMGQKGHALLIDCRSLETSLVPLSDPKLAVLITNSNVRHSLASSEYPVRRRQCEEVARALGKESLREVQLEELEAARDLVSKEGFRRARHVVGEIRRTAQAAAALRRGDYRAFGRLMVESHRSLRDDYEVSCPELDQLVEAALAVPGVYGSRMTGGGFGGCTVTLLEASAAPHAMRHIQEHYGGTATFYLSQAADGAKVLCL
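Luminescent ATP-depletion readout (Kinase-Glo Plus, 10 min) after 1 h RT reaction of 5 nM GALK, 35 uM ATP, 100 uM galactose, pH 8.0 HEPES buffer. Decreased kinase activity scored as inhibition.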
FH mod: Identification of activators of human fumarate hydratase by quantitative high-throughput screening; Fumarate hydratase, mitochondrial (Homo sapiens), P07954; hit rate 0.22% among 54,000; AID 1347055, 2019; FH coupled MDH/diaphorase resazurin fluorescence, 15 min; Potency, µM (doses to about 79.9 µM), inactives show at the highest dose activity change, negative = inhibition, usual class: inhibitors; note: potency is the fitted concentration of half-maximal effect; % is set by controls: 0 for no effect and ±100 for the full control effect; the screen sought activators but most active calls are inhibition curves; nearly all actives have a fitted effect of over 45% in size
p53null 39C tox: qHTS Screen for Compounds that Selectively Target Cancer Cells with p53 Mutations: Cytotoxicity of p53 Null Cells at the Nonpermissive Temperature; H1299 p53-null (neo) cells, 39C, ATPlite viability, 24 h; Potency, µM (series often up to 46.1 µM), without a hit: at the highest dose activity, negative = cell killing, actives largely listed as cytotoxic; hit rate 0.97% among 55,000; AID 904, 2007;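 note: potency is the fitted concentration of half-maximal effect; 0% = DMSO only and -100% = full killing by 100 µM tamoxifen; nearly all actives have a fitted effect of over 50% in size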
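Luminescent ATP signal reported cell survival after H1299 lines (neo, p53 null; or p53 A138V) received up to 46 uM compound and 24 hr incubation at 39C.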
Active calls of the source: *; ? = inconclusive; . = no result given; [ ] = remark or other dose. Calls come from the whole dose curve; as a rule, active = well fitted curve in the direction sought with a large enough effect; inconclusive = small, poorly fitted or top-dose-only effect, or another doubt; inactive = no such curve, though single readings can be large; an effect the other way counts as inactive or inconclusive. A portion of the library (hit frequency here may not be typical).

SMILES	p53null 32C tox	NTMT1 inh	PTAP-TSG101 blk	B2AR arrestin ag	GALK inhibitor	FH mod	p53null 39C tox
Cc1c(Cl)cccc1NC(=O)CC1Oc2ccccc2NC1=O (configuration not stated)	-5%	-2%	0%	0%	0%	3%	-19%
CCOc1ccc(/C=C(\C#N)c2nc(-c3cc4ccccc4oc3=O)cs2)c(OCC)c1	-2%	6%	-7%	0%	-2%	2%	-16%
COc1cc(NC(=O)C2CCN(S(=O)(=O)c3ccc4c(c3)oc(=O)n4C)CC2)cc(OC)c1	-9%	-1%	-3%	-2%	-1%	-4%	14%
CCN(CCCNC(=O)CSc1cc(=O)n(C)c2cc(Cl)ccc12)c1cccc(C)c1	0%	?	0%	-2%	0%	?	-1%
COc1cccc(NC(=O)CN2C=NS(=O)(=O)c3ccccc32)c1	3%	9%	1%	-4%	1%	8%	27%
CCc1ccccc1NC(=O)CC1NCCNC1=O (configuration not stated)	2%	7%	1%	1%	2%	-6%	-13%
COc1ccc(N(Cc2cc3ccccc3[nH]c2=O)C(=O)c2cccc(Cl)c2)cc1	15%	12%	-7%	-1%	2%	-23%	-1%
CCOC(=O)c1c(-c2ccccc2)oc2ccc(N(C(C)=O)S(=O)(=O)c3ccccc3)cc12	6%	.	-5%	-2%	0%	.	-12%
CCOC(=O)c1c(C)[nH]c(CCC(=O)NCCCN2CCN(c3cc(Cl)ccc3C)CC2)c1C	12%	?	0%	-1%	4%	?	-36%
CCn1cc2nc(SCc3ccc(F)cc3)n(CCc3ccccc3)c(=O)c2n1	47%[activator]	-5%	-3%	0%	0%	?	44%[activator]
COc1ccc(-n2nc3ccc(NC(=O)COc4ccc(C)c(C)c4)cc3n2)cc1	10%	0%	-3%	0%	9%	-8%	15%
CCOc1ccccc1CNC(=O)c1cnc2sc(N3CCOCC3)nn2c1=O	-3%	-21%	-1%	-1%	0%	4%	2%
CCOC(=O)C1CCCN(c2nc3c(S(=O)(=O)c4ccc(CC)cc4)nnn3c3ccc(Cl)cc23)C1 (configuration not stated)	4%	6%	10%	0%	2%	-13%	-6%
CCOC(=O)c1ccc(N2CCN(c3cc(Cl)ccc3C)CC2)c(NC(=O)Nc2cccc(OC)c2)c1	1%	.	2%	-1%	-5%	.	6%
COc1cc(-c2nc(Cn3nnc(C(=O)Nc4ccccc4)c3C)c(C)o2)cc(OC)c1OC	24%	5%	-11%	0%	-13%	-18%	12%
COc1cc(Nc2nc(SCC(=O)c3ccc(Cl)c(Cl)c3)nc3ccccc23)cc(OC)c1	-1%	12%	18%	-3%	-5%	-10%	21%
COc1ccc(CCNS(=O)(=O)c2cc(-c3cc(C)no3)ccc2C)cc1OC	-4%	1%	-1%	1%	-2%	-1%	-16%
Cc1ccc(N2CC(C(=O)Nc3ccc(Br)cc3)CC2=O)cc1 (configuration not stated)	3%	5%	0%	-1%	0%	-7%	12%
COc1ccc(Cn2c(CO)cnc2SCc2cccc(C)c2)cc1	1%	-2%	-2%	1%	0%	1%	2%
COCCCNC(=O)c1sc2ncccc2c1-n1cccc1	7%	-2%	-2%	0%	-4%	-23%	-6%
CCOCCCNC(=O)NC(C)c1c(-n2cccc2)sc2c1CCN(CC)C2 (configuration not stated)	3%	-14%	-6%	2%	0%	1%	12%
COc1ccc(C)c2sc(N(Cc3cccnc3)C(C)=O)nc12	3%	-3%	-3%	-1%	-3%	-3%	25%
O=c1c2nncn2ccn1-c1ccc(F)c(F)c1	5%	-2%	2%	0%	5%	-1%	-27%
COc1ccc(CNC(=O)c2ccc(CN3C(=O)C(C)=C(c4ccc(C)cc4)S3(=O)=O)cc2)cc1	2%	?	0%	0%	1%	-10%	2%
COC(=O)c1ccc(NC(=O)c2c(NCc3ccc(OC)c(OC)c3)sc3c2CCCC3)cc1	-4%	?	1%	-1%	2%	-26%	-1%
O=C(Nc1c(Cl)cccc1Cl)c1cccc2c1C(=O)N(C1CCCCC1)C2	8%	?	0%	6%	-1%	-23%	-1%
Cc1ccc(NC(=O)CSc2nc3ccccc3nc2N2CCOCC2)cc1	17%	5%	1%	0%	0%	-20%	-6%
Cn1c(SCc2ccc(F)cc2)nc2ccc(C(=O)NCc3ccccc3)cc21	-12%	8%	0%	0%	0%	-15%	-6%
O=C(Nc1ccc(F)cc1)[C@H](Cc1ccccc1)N1Cc2ccccc2C1=O	3%	1%	1%	1%	0%	-2%	-17%
CCOc1ccc(C(=O)Nc2cc(-c3ccccc3)no2)cc1	-8%	24%	-2%	1%	0%	-2%	-3%
Cc1cccc(-c2noc(-c3ccc(NCc4ccco4)c([N+](=O)[O-])c3)n2)c1	-20%	20%	-1%	-3%	2%	-7%	-6%
O=C(NCCOCCn1c(=O)oc2ccccc21)Nc1cccc(Cl)c1	-18%	0%	-1%	-1%	7%	-6%	-22%
CCOC(=O)C1CCN(C(c2ccc(OCC)cc2)c2c(O)cc(C)n(CCOC)c2=O)CC1 (configuration not stated)	-11%	-13%	0%	1%	0%	1%	27%
Cc1cccc(N(C)C(=O)CCS(=O)(=O)c2ccc3c(c2)n(C)c(=O)c(=O)n3C)c1	-6%	1%	-5%	-4%	8%	-5%	-5%
Cc1ccc(C(=O)COC(=O)c2cccc(NC(=O)c3ccc(Cl)cc3Cl)c2)cc1	-11%	-2%	1%	-1%	-15%	-9%	35%[activator]
Cc1cccc(/C=C/c2onc(C)c2S(=O)(=O)N2CCC(C(=O)N3CCCCC3)CC2)c1	9%	5%	-8%	0%	1%	-33%	5%

Taken from above for reference:
SMILES	p53null 32C tox	NTMT1 inh	PTAP-TSG101 blk	B2AR arrestin ag	GALK inhibitor	FH mod	p53null 39C tox
Cc1ccc(NC(=O)CSc2nc3ccccc3nc2N2CCOCC2)cc1	17%	5%	1%	0%	0%	-20%	-6%
Cn1c(SCc2ccc(F)cc2)nc2ccc(C(=O)NCc3ccccc3)cc21	-12%	8%	0%	0%	0%	-15%	-6%
O=C(Nc1ccc(F)cc1)[C@H](Cc1ccccc1)N1Cc2ccccc2C1=O	3%	1%	1%	1%	0%	-2%	-17%

The listing continues.
SMILES	p53null 32C tox	NTMT1 inh	PTAP-TSG101 blk	B2AR arrestin ag	GALK inhibitor	FH mod	p53null 39C tox
O=C1C(=O)N(C2CCN(C(=O)c3ccc(F)cc3)CC2)CCN1Cc1ccc(F)cc1	-7%	.	-5%	-1%	0%	.	-14%
COc1ccc(CC(=O)NCc2nc3cccnc3n2Cc2ccc(F)cc2)cc1OC	-3%	-2%	1%	1%	-6%	-8%	10%
Cc1ccc(C)c(NC(=O)c2ccc3c(O)c(S(=O)(=O)c4ccc(Cl)cc4)c(=O)[nH]c3c2)c1	0%	11%	-9%	1%	?	-20%	-11%
COc1ccccc1NC(=O)c1c(NCc2ccc(OC)c(OC)c2OC)sc2c1CCCC2	35%[activator]	10%	0%	1%	3%	-20%	27%
Cc1cc(C)cc(NC(=O)c2ccc3c(O)c(S(=O)(=O)c4ccccc4)c(=O)[nH]c3c2)c1	-10%	-1%	-3%	0%	-5%	?	6%
Cc1ccc(C)c(N2CCN(c3nccn4nc(-c5ccc(Br)cc5)cc34)CC2)c1	11%	-7%	6%	0%	5%	-19%	-2%
COc1cccc(Oc2nc3c(c(=O)n(Cc4ccccc4F)c(=O)n3C)n2C)c1	-3%	4%	2%	0%	3%	-4%	-12%
COCCNC(=O)CCn1c(=O)c2cc(OC)c(OC)cc2n(CC(=O)Nc2ccccc2C)c1=O	10%	1%	-7%	1%	1%	7%	2%
CCC(CC)C(=O)Nc1ccccc1C(=O)OCc1cc(=O)n2nc(C3CCCCC3)sc2n1	-5%	-2%	-12%	0%	-2%	-17%	18%
CN(C)c1ccc(NC(=O)CSC2=Nc3ccccc3C3=NC(CC(=O)NCc4ccc5c(c4)OCO5)C(=O)N23)cc1 (configuration not stated)	-10%	-8%	-7%	-2%	1%	?	14%
COc1ccc(CNC(=O)C2CCN(Cc3nc(-c4ccc(Cl)cc4)oc3C)CC2)cc1	0%	1%	-1%	1%	0%	1%	-14%
Cc1ccccc1NC(=O)CSc1nc2ccc(NC(=O)COc3ccccc3F)cc2s1	-19%	-2%	0%	-4%	-1%	4%	?
CC(=O)c1cc(-c2ccccc2)n(CC(=O)NCc2ccccc2C)c1C	-3%	.	-6%	0%	2%	.	4%
Cn1c(=O)c2c(nc(Oc3ccc(F)cc3)n2Cc2ccc(F)cc2)n(C)c1=O	1%	4%	2%	-1%	4%	-2%	19%
CCn1cc2c(n1)-c1c(oc(C(=O)Nc3ccc(Br)cc3F)c1C)CC2	6%	-13%	3%	0%	-2%	-6%	-7%
Cc1cn(C)c(CC(=O)NCc2cccc(Cl)c2)c1C(=O)O	-5%	5%	1%	-3%	0%	4%	24%
CC(=O)C(Sc1nc(-c2ccccc2Cl)nc2c1c(=O)n(C)c(=O)n2C)C(=O)N(C)C (configuration not stated)	-1%	5%	-4%	-1%	2%	-1%	3%
COc1ccc(C2Sc3ccccc3NC3=C2C(=O)c2ccccc23)c(OC)c1OC (configuration not stated)	11%	3%	0%	0%	7%	?	26%
CCOc1ccccc1CNC(=O)c1oc2ccc3c(c2c1C)C(=O)CC(C)(C)O3	?	15%	1%	-1%	7%	?	6%
O=C(COc1ccccc1)Nc1c(Cl)ccc2nsnc12	-11%	11%	-5%	1%	0%	-1%	3%
CN(C)c1ccc(CNC(=O)C2CCN(S(=O)(=O)c3ccc4c(c3)oc(=O)n4C)CC2)cc1	-5%	-2%	-4%	1%	4%	0%	8%
O=C(O)CCc1ccc(-c2cccs2)n1CC(=O)Nc1ccccc1C(F)(F)F	-5%	22%	4%	0%	3%	-9%	8%
O=C(NCc1ccco1)C1CCN(C(=O)N2CCOc3ccc(Cl)cc32)CC1	6%	-1%	2%	0%	4%	-3%	-6%
O=C(NCCS(=O)(=O)N1CCN(c2ccccc2F)CC1)c1ccccc1C(F)(F)F	-12%	-6%	-1%	1%	0%	7%	-10%
COc1ccc(CC(=O)NCC(c2ccc(Cl)cc2)N2CCOCC2)cc1 (configuration not stated)	2%	-3%	-5%	-3%	-11%	5%	-14%
